# MK inhibit: S. pneumoniae MK inhibitors, primary screen, biochemical, PK/LDH-coupled NADH absorbance. mevalonate kinase [Streptococcus pneumoniae D39]. purified MK, PK/LDH-coupled NADH absorbance 340 nm. inhibition, % at 10 µM. 65,000 tested, 0.48% active. AID 555, 2006;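 active = ranked among the strongest by inhibition in the single 10 µM screen, a fixed top-ranked set picked for dose follow-up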; note: no value below 0 was filed
# LYP inhibition: LYP phosphatase inhibitors, primary screen, biochemical, DiFMUP fluorescence, recombinant catalytic domain, 10 µM (AID 606); Tyrosine-protein phosphatase non-receptor type 22 (Homo sapiens); recombinant LYP catalytic domain, DiFMUP fluorescence; higher % means a stronger effect; inhibition, % at 10 µM, or IC50 in µM where a hit was titrated; 52,000 tested, under 10 active;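 active = IC50 under 40 µM in the dose-response test; inactive = IC50 of 40 µM or more, or never dose-tested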
# HPDE-C7 cytotoxicity: cytotoxicity in HPDE-C7 cells, cell-based, fluorescence, HTS (AID 430); HPDE-C7 pancreatic duct cells viability, fluorescence; higher % means a stronger effect; one-dose cytotoxicity, % at 10 µM; EC50 in µM for titrated hits; 63,000 tested, 1.8% active;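 note: cells exposed to compound for 48 hours before viability readout; 0% = vehicle and 100% = reference cytotoxic drug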
# Spn PMK inh: S. pneumoniae PMK inhibitors, primary screen, biochemical, mevalonate pathway, pilot trial included | phosphomevalonate kinase (Streptococcus pneumoniae D39) | purified PMK, PK/LDH-coupled NADH absorbance 340 nm | inhibition, % at 10 µM | 65,000 tested, 0.49% active | AID 539, 2006;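 active = top-ranked compounds by inhibition in the single 10 µM screen, taking a fixed number of the strongest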;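 note: 0% = full reaction with DMSO carrier and 100% = background rate without enzyme reaction; no value below 0 was filed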
# Alkaline phosphatase: human TNAP enzyme inhibitors, biochemical, luminescent (AID 518); purified TNAP enzyme, luminescent substrate readout; higher % means a stronger effect; inhibition, % at 20 µM; hits with a dose series show IC50 in µM; Alkaline phosphatase, tissue-nonspecific isozyme (Homo sapiens); 64,000 tested, 0.09% active; in the data active = a potency from the dose series; inactive = the rest, 99 in 100 with inhibition below about 22%;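 note: plate controls were vehicle for no effect and reference inhibitor for full effect; many of its hits are not listed in these tables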
# Bfl-1 inhibitors: Bfl-1 inhibitors, primary screen, biochemical, fluorescence polarization, FITC-Bid, mouse (AID 432); Bcl-2-related protein A1 (Mus musculus); 64,000 tested, 0.02% active; displacement, % at 20 µM, or IC50 in µM where a hit was titrated; FITC-Bid BH3 peptide fluorescence polarization displacement; higher % means a stronger effect; in the data active = a potency from the dose series; inactive = the rest, 99 in 100 with displacement below about 15%; note: strong numbers were not always called active
# HT1080 viability: cytotoxicity in HT1080 fibrosarcoma cells, cell-based, fluorescence readout (AID 620) | HT1080 viability, fluorescence; higher % means a stronger effect | one-dose cytotoxicity, % at 10 µM; EC50 in µM for titrated hits | 87,000 tested, 0.42% active;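 note: cells exposed to compound overnight then 4 h with Alamar Blue; 0% = vehicle DMSO and 100% = killing control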
# Spn DPM-DC inh: S. pneumoniae DPM-DC inhibitors, primary screen, biochemical, PK/LDH-coupled NADH fluorescence; diphosphomevalonate decarboxylase (Streptococcus pneumoniae D39); purified DPM-DC; calls only at 10 µM; 65,000 tested, 0.49% active; AID 556, 2006;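 active = the 320 compounds with the highest percent inhibition in the single-dose primary screen, excluding strongly autofluorescent ones, cut at about 32% in these data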;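 note: kinetic rate of NADH fluorescence loss reporting ADP formed by the decarboxylase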
# HPDE-C7K KRASV12: cytotoxicity in KRAS-transformed pancreatic duct cells, primary screen, cell-based, fluorescence, HTS (AID 431) | HPDE-C7K KRASV12 cells, Alamar Blue viability, 48 h; higher % means a stronger effect | one-dose cytotoxicity, % at 10 µM; EC50 in µM for titrated hits | 63,000 tested, 1.7% active;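 active = compounds whose percent cytotoxicity in the single-dose primary screen, scaled between solvent and toxic-drug controls, exceeds 50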;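 note: 0% = DMSO solvent wells and 100% = doxorubicin-treated wells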
# Spn PMK inh pilot replicates: recorded beside Spn PMK inh, whose call it bears; inhibition, %; measured here: pilot screen replicates
# MK inhibit pilot replicates: further read-out of MK inhibit, marked with its call; inhibition, %; measured here: pilot screen replicates
# Spn DPM-DC inh pilot screen %: also measured in Spn DPM-DC inh; calls as there; inhibition, %; measured here: pilot screen trials
# Starred values were filed as active, the others as inactive; i = inactive; x = no result given. Cut-off read from the data, not from the text of the source, unless noted: active = cytotoxicity above about 50%; inactive = the rest.
SMILES,MK inhibit,LYP inhibition,HPDE-C7 cytotoxicity,Spn PMK inh,Alkaline phosphatase,Bfl-1 inhibitors,HT1080 viability,Spn DPM-DC inh,HPDE-C7K KRASV12,others
CC(=O)NCCc1nc2ccccc2n1Cc1ccccc1,5,0%,5%,7,6%,-2%,6%,i,4%,
CC(=O)c1c(C)n(-c2ccc(N(C)C)cc2)c2ccc(OCC(N)=O)cc12,8,-8%,-4%,0,4%,-1%,1%,i,7%,
COc1ccc(OCC(=O)N2CC3(C)CC2CC(C)(C)C3)cc1 (stereo not drawn),0,x,-19%,8,8%,2%,-4%,i,-10%,Spn PMK inh pilot replicates=6.5;MK inhibit pilot replicates=0.0;Spn DPM-DC inh pilot screen %=0.0
CNC(=O)CN1C(=O)CSc2ncccc21,14,-2%,-1%,16,2%,3%,-12%,i,-1%,
CCCCCCOc1ccc(C(=O)n2cnc(N)n2)cc1,0,3%,71%*,6,10%,8%,0%,i,83%*,
Cc1ccc(OCCN2CCCCCC2)c(C)c1,6,8%,5%,10,7%,-4%,-10%,i,18%,
Cc1c(Cc2ccccc2)c(=O)oc2cc(OCc3nn[nH]n3)ccc12,0,x,-16%,8,5%,8%,1%,x,-21%,
Cc1cc(NC(=O)CSc2nc(-c3ccco3)cc(C(F)(F)F)n2)no1,10,x,x,0,x,x,6.4µM*,i,x,
CCc1nnc(NC(=O)CSc2nnc(CNc3ccc(F)cc3)n2C2CCCCC2)s1,1,7%,-7%,9,11%,-6%,-9%,i,-1%,
Cc1ccc(Cn2cnc3c(nnn3Cc3ccc(Cl)cc3)c2=O)cc1,4,9%,-11%,11,10%,0%,-4%,i,3%,
O=C(Cn1cc2c(n1)CCCC2)NCC1CCCO1 (stereo not drawn),0,2%,-4%,0,5%,-1%,1%,i,-3%,
O=C(CCS(=O)(=O)c1cccc2nsnc12)NCc1ccccc1,5,8%,-7%,0,14%,-10%,-4%,i,-10%,Spn PMK inh pilot replicates=5.0;MK inhibit pilot replicates=0.5;Spn DPM-DC inh pilot screen %=2.0
COc1ccc(C2C(C(=O)c3cc4cccc(OC)c4o3)=C(O)C(=O)N2CCCN(C)C)cc1OC (stereo not drawn),8,5%,1%,17,8%,-1%,-9%,i,-10%,
Cc1ccc(S(=O)(=O)NCC(=O)N(CC(=O)NCC2CCCO2)Cc2ccccc2)cc1 (stereo not drawn),0,-6%,-7%,22,2%,-2%,12%,i,-15%,
COc1ccc2cc(C(c3nnnn3CCc3ccccc3)N3CCCC(C)C3)c(=O)[nH]c2c1 (stereo not drawn),10,x,12%,19,4%,5%,-7%,i,-2%,
Cc1ccccc1NC(=O)c1cccc2nccnc12,0,x,-10%,16,5%,-2%,-5%,i,-8%,
COC(=O)c1cccc(S(=O)(=O)N2CCCCC2)c1,9,7%,-5%,4,5%,-3%,0%,i,-9%,
COc1cccc(OC)c1C(=O)Nc1nnc(C(C)C)s1,9,-7%,3%,10,-2%,-4%,6%,i,-7%,
O=C(NC1CC1)c1ccc(-c2nc3ccccc3s2)s1,10,4%,10%,3,0%,-7%,-2%,i,15%,
COC(=O)CCC(=O)Nc1ccc(OC)cc1,6,10%,-5%,9,22%,-10%,0%,i,-6%,Spn PMK inh pilot replicates=5.5;MK inhibit pilot replicates=0.0;Spn DPM-DC inh pilot screen %=2.5
CC(=O)Oc1ccccc1C1OCCN1C(C)=O (stereo not drawn),4,12%,1%,7,12%,0%,20%,i,-11%,
CCOC(=O)C(C(=O)Nc1ccccc1)C1CCCCC1 (stereo not drawn),6,x,-20%,1,2%,-2%,6%,i,-24%,
Cn1c(=O)c2c(nc(CN3CCOCC3)n2CCCc2ccccc2)n(C)c1=O,8,3%,x,0,x,x,5%,i,x,
O=C1C2C3C=CC(C3)C2C(=O)N1Cc1cccnc1 (stereo not drawn),4,5%,6%,12,6%,-4%,-3%,i,25%,
OCCOCCNc1ncnc2c1cnn2-c1ccccc1,3,6%,-4%,4,5%,7%,8%,i,6%,
CC(C)(C)SCCNS(=O)(=O)c1ccccc1,12,-4%,-7%,14,4%,-4%,8%,i,-1%,
O=C(Nc1ccc(Cl)cc1)c1ccc2c(c1)OCO2,8,-12%,0%,8,8%,0%,10%,i,4%,
CCn1c(SCc2nc3ccccc3nc2C)nnc1-c1cccs1,10,6%,3%,15,7%,-3%,12%,i,12%,
CCCc1[nH]nc2c1C(c1ccc(OC(=O)N3CCOCC3)c(OC)c1)C(C#N)=C(N)O2 (stereo not drawn),8,-1%,6%,8,-1%,-4%,2%,i,0%,
Cc1ccc(NC(=O)NC(=O)N(c2ccccc2)S(C)(=O)=O)cc1,4,x,-14%,0,3%,-2%,1%,i,-8%,
CCOC(=O)c1c(C)n(C)c2ccc(OCC(O)Cn3nc(C)cc3C)cc12 (stereo not drawn),3,6%,14%,6,10%,-9%,9%,i,28%,
COC(=O)C1CCN(C(=O)CN2C(=O)NC(CCc3ccccc3)C2=O)CC1 (stereo not drawn),3,3%,-10%,12,8%,-11%,3%,i,-7%,Spn PMK inh pilot replicates=0.5;MK inhibit pilot replicates=1.0;Spn DPM-DC inh pilot screen %=3.0
N#Cc1cc2c(=O)n3ccccc3nc2n(CCCN2CCOCC2)c1=O,10,-5%,-5%,14,13%,11%,2%,x,2%,
COc1ccc(CN(C(=O)c2ccccc2OC)C2CCS(=O)(=O)C2)cc1 (stereo not drawn),0,10%,0%,10,9%,-2%,5%,i,6%,Spn PMK inh pilot replicates=2.5;MK inhibit pilot replicates=0.0;Spn DPM-DC inh pilot screen %=0.0
O=C(NC1CC2CCCC(C1)N2S(=O)(=O)c1ccccc1)c1ccccc1 (stereo not drawn),8,4%,-1%,15,8%,-1%,0%,i,-17%,
Cc1cc(NC(=O)CSc2nccn2-c2ccc(Cl)cc2)no1,1,5%,-8%,11,12%,-2%,-8%,i,-11%,Spn PMK inh pilot replicates=3.0;MK inhibit pilot replicates=3.0;Spn DPM-DC inh pilot screen %=2.0
CCOC(=O)N1CCN(C(=O)CCCn2c(=O)[nH]c3ccccc3c2=O)CC1,5,6%,-21%,8,5%,-11%,-2%,i,-22%,
CCn1c(CC(=O)Nc2ccccc2)nnc1SCC(=O)Nc1ccccc1C(=O)OC,10,2%,2%,8,5%,0%,1%,i,9%,
O=C(c1ccc(Cl)cc1Cl)N1CCC(c2nc3c(nnn3Cc3ccco3)c(=O)[nH]2)CC1,0,x,4%,10,9%,-6%,5%,i,15%,
O=C(COc1ccccc1)N1CCN=C1SCc1cccnc1,4,10%,7%,13,-13%,-9%,4%,i,5%,
O=C(CSCCO)Nc1cc(C(F)(F)F)ccc1Cl,4,-5%,2%,1,12%,-3%,5%,i,4%,
Cc1ccc(C(=O)NCC2CCCO2)o1 (stereo not drawn),3,2%,3%,3,2%,-1%,12%,i,0%,
CCC(C)C(N)C(=O)NC(CCC(=O)OCc1ccccc1)C(N)=O (stereo not drawn),12,9%,3%,7,4%,0%,8%,i,-12%,
Cc1ccc(NC(=O)CCC(=O)OCC(F)(F)C(F)F)cc1,7,3%,1%,1,9%,0%,-6%,i,-7%,Spn PMK inh pilot replicates=4.0;MK inhibit pilot replicates=1.0;Spn DPM-DC inh pilot screen %=3.0
CCOC(=O)C1C(c2cccc(Cl)c2Cl)NC(=O)NC1(O)C(F)(F)F (stereo not drawn),9,13%,-2%,0,8%,1%,x,i,10%,
Cn1nnnc1SCc1ccc(F)cc1,5,x,-12%,5,3%,-2%,-6%,i,-1%,
C=CCn1c(SCC(=O)Nc2ccc(NC(=O)c3ccco3)c(OC)c2)nnc1-c1ccncc1,3,x,-30%,11,6%,-2%,8%,i,-13%,
CCc1nnc(NC(=O)CSc2nnc(-c3ccncc3)n2Cc2ccccc2)s1,11,-10%,-6%,16,12%,-12%,24%,i,15%,
COC(=O)Nc1nnc(-c2ccncc2)s1,10,19%,1%,4,5%,3%,-1%,x,3%,
CC(C)NCc1c(O)c(Br)cc2oc3c(c12)CCCC3,3,-4%,-10%,6,4%,2%,-10%,i,-6%,
Cn1c(CCNC(=O)c2cccs2)nnc1SCC(=O)Nc1nc(-c2ccccc2)cs1,4,10%,x,6,6%,-4%,2%,i,x,

# 2 records drawn at random from the list so far, as already listed:
SMILES,MK inhibit,LYP inhibition,HPDE-C7 cytotoxicity,Spn PMK inh,Alkaline phosphatase,Bfl-1 inhibitors,HT1080 viability,Spn DPM-DC inh,HPDE-C7K KRASV12,others
Cc1ccc(C(=O)NCC2CCCO2)o1 (stereo not drawn),3,2%,3%,3,2%,-1%,12%,i,0%,
CCOC(=O)C1C(c2cccc(Cl)c2Cl)NC(=O)NC1(O)C(F)(F)F (stereo not drawn),9,13%,-2%,0,8%,1%,x,i,10%,

# Sorted by number of heavy atoms (lowest first): part of the list above
SMILES,MK inhibit,LYP inhibition,HPDE-C7 cytotoxicity,Spn PMK inh,Alkaline phosphatase,Bfl-1 inhibitors,HT1080 viability,Spn DPM-DC inh,HPDE-C7K KRASV12,others
Cn1nnnc1SCc1ccc(F)cc1,5,x,-12%,5,3%,-2%,-6%,i,-1%,
COC(=O)Nc1nnc(-c2ccncc2)s1,10,19%,1%,4,5%,3%,-1%,x,3%,
O=C(CSCCO)Nc1cc(C(F)(F)F)ccc1Cl,4,-5%,2%,1,12%,-3%,5%,i,4%,
CC(C)NCc1c(O)c(Br)cc2oc3c(c12)CCCC3,3,-4%,-10%,6,4%,2%,-10%,i,-6%,
Cc1ccc(NC(=O)CCC(=O)OCC(F)(F)C(F)F)cc1,7,3%,1%,1,9%,0%,-6%,i,-7%,Spn PMK inh pilot replicates=4.0;MK inhibit pilot replicates=1.0;Spn DPM-DC inh pilot screen %=3.0
O=C(COc1ccccc1)N1CCN=C1SCc1cccnc1,4,10%,7%,13,-13%,-9%,4%,i,5%,
CCOC(=O)C1C(c2cccc(Cl)c2Cl)NC(=O)NC1(O)C(F)(F)F (stereo not drawn),9,13%,-2%,0,8%,1%,x,i,10%,
CCc1nnc(NC(=O)CSc2nnc(-c3ccncc3)n2Cc2ccccc2)s1,11,-10%,-6%,16,12%,-12%,24%,i,15%,
Cn1c(CCNC(=O)c2cccs2)nnc1SCC(=O)Nc1nc(-c2ccccc2)cs1,4,10%,x,6,6%,-4%,2%,i,x,
C=CCn1c(SCC(=O)Nc2ccc(NC(=O)c3ccco3)c(OC)c2)nnc1-c1ccncc1,3,x,-30%,11,6%,-2%,8%,i,-13%,

# Source: PubChem
